# MC4R ag barr – MC4R agonists recruiting beta-arrestin, primary screen, cell-based, luminescence, agonist arm of biased-ligand search; Melanocortin receptor 4 (Homo sapiens), P32245; U2OS MC4R beta-arrestin complementation; percent of melanotan II response, DMSO zero; activation, % at 8.9 µM; 0.98% of 360,000 active;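 active = activation above a per-plate cutoff, the mean activation of sample wells on that plate plus 3 SD, cut at about 8% in these data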
# NR5A2 inv ag – LRH-1 (NR5A2) inverse agonists, primary screen, cell-based, luminescence, HEK293T, StAR-luciferase reporter; Nuclear receptor subfamily 5 group A member 2 (Homo sapiens), O00482; LRH-1 transfected, 24 h; inhibition, % at 3.6 µM; 0.13% of 360,000 active; AID 602396, 2012;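 active = inhibition above the mean inhibition of all tested compounds plus 3 SD, cut at about 73% in these data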;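 note: 0% = DMSO wells and 100% = reporter-only cells lacking LRH-1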
# SRC3 inh – SRC3 coactivator transcriptional activity inhibitors, primary screen, cell-based, luminescence; Nuclear receptor coactivator 3 (Homo sapiens), Q9Y6Q9; HEK293 GAL4-SRC3 luciferase reporter; inhibition, % at 3.6 µM; 0.17% of 360,000 active;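 active = inhibition above a per-campaign cutoff, the mean of all compounds plus 3 SD, cut at about 60% in these data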;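 note: 0% = DMSO-treated cells and 100% = gossypol-treated cells at 36 µM; higher means less SRC3-driven luciferase light from the GAL4 reporter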
# COUP-TFII inh – NR2F2 transcriptional activity inhibitors, primary screen, cell-based, luciferase reporter, HEK293T, luminescence; COUP transcription factor 2 (Homo sapiens), P24468; HEK293T NGFI-A luciferase reporter; inhibition, % at 8.6 µM; 0.7% of 370,000 active;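 active = inhibition above a per-plate cutoff, mean inhibition of test wells between control levels plus 3 SD, cut at about 38% in these data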;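 note: cells cotransfected with COUP-TFII expression vector driving the NGFI-A reporter; 0% = median of COUP-TF2 test wells and 100% = reporter-only cells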
# LMP1 NFkB inh – EBV LMP1-driven NF-kappaB luciferase reporter inhibitors, primary screen, cell-based, luminescence, single point; inhibition, % at 12.5 µM; LMP1-induced NF-kappaB luciferase reporter cells; 0.69% of 350,000 active; AID 504558, 2011; in the data active = inhibition above about 41%;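 note: 0% = neutral control wells and 100% = reference inhibitor control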
# MC4R antag cAMP – MC4R antagonists of cAMP signaling, primary screen, cell-based, TR-FRET, antagonist arm of biased-ligand search | MC4R-expressing cells, MTII-stimulated cAMP, LANCE TR-FRET | Melanocortin receptor 4 (Homo sapiens), P32245 | 0.48% of 360,000 active | inhibition, % at 6.5 µM | AID 540295, 2011;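 active = inhibition above its plate's cutoff, the mean of tested wells on that plate plus 3 SD, cut at about 29% in these data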;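 note: 0% = Melanotan II alone and 100% = Melanotan II plus saturating MCL0020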
#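 Assay system: human MC4R-expressing U2OS cells; reagent: Melanotan II stimulation of cells; dosing: 6.5 µM single dose; timing: compound 30 min, challenge 1 h, detection 1 h; signal: TR-FRET cAMP assay; replicates: one well per compound, no replicates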
# NOD2-RIPK2 inh – NOD2-RIPK2 binding disruptors in cells, primary screen, fluorescence, CHO cells, BLA complementation; Receptor-interacting serine/threonine-protein kinase 2 (Homo sapiens), O43353; CCF4 ratio; inhibition, % at 4.98 µM; 0.38% of 360,000 active; AID 624267, 2012; in the data active = inhibition above about 21%;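 note: 0% = vehicle only and 100% = reference blocker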
# TLR9-MyD88 block – inhibitors of TLR9-MyD88 association in cells, primary screen, cell-based, CHO, BLA complementation, fluorescence; Toll-like receptor 9 (Homo sapiens) + Myeloid differentiation primary response protein …; CCF4 FRET ratio; inhibition, % at 4.98 µM; 0.21% of 340,000 active; AID 504734, 2011;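 active = inhibition above the mean over all tested compounds plus 3 SD, cut at about 21% in these data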;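 note: 0% = DMSO only wells and 100% = clavulanate BLA inhibitor control wells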
# Target sequence (Q99836 whole entry, looked up): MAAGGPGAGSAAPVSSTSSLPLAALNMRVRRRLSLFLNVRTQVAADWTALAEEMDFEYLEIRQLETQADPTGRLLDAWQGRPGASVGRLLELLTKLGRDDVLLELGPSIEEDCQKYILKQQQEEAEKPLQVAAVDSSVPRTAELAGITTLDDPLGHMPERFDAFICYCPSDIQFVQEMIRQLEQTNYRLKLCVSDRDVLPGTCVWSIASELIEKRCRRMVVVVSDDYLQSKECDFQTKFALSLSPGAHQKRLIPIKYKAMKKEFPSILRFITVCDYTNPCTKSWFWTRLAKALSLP
# Target sequence (Q9NR96 whole entry, looked up): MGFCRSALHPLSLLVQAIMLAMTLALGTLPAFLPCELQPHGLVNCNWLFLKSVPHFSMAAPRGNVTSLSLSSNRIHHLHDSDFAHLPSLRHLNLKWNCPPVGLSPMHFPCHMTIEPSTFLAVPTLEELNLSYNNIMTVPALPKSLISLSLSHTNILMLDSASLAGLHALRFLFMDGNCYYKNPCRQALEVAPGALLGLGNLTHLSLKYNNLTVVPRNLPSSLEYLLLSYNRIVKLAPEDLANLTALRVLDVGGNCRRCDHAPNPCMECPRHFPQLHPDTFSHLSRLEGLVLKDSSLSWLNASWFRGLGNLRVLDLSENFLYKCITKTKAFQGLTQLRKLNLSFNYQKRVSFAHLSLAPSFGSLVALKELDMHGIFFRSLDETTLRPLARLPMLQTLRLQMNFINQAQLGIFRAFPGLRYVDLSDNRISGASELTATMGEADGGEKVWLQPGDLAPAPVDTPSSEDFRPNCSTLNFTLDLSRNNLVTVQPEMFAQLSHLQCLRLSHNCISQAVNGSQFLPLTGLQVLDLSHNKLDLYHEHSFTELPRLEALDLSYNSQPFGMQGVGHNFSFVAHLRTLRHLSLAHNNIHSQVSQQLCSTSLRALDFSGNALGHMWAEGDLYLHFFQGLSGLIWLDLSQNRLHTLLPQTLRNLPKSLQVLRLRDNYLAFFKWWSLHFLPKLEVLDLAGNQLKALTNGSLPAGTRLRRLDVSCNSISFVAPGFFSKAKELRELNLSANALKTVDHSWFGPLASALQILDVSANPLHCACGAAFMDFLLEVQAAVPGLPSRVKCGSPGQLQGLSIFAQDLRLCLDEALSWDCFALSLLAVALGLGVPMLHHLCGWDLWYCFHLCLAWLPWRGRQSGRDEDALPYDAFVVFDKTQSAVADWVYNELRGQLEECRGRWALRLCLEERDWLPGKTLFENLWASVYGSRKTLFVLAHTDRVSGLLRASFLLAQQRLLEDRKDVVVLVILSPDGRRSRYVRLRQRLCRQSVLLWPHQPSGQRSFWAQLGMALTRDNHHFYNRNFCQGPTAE
# SRC1 inh – SRC1 coactivator transcriptional activity inhibitors, primary screen, cell-based, luminescence; HEK293 GAL4-SRC1 luciferase reporter; inhibition, % at 3.6 µM; 0.12% of 360,000 active;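 active = inhibition above the campaign mean plus 3 SD, with each screening campaign given its own cutoff, cut at about 60% in these data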;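 note: 0% = DMSO treated cells and 100% = gossypol at 36 µM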
# ABHD5 PLIN5 PPI – ABHD5-PLIN5 interaction inhibitors, primary screen, cell lysate, split luciferase complementation, luminescence; inhibition, % at 4 µM; AID 602281, 2012; Split G. princeps luciferase complementation, 4 h; 0.78% of 360,000 active;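 active = inhibition above the mean inhibition across every tested compound plus 3 SD, cut at about 22% in these data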;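 note: 0% = DMSO only wells and the 100% control is not disclosed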
# SRC2 inh – inhibition of GAL4-SRC2 driven luciferase reporter, primary screen, SRC2 inhibitor project, cell-based, luminescence. HEK293 GAL4-SRC2 luciferase reporter. 0.17% of 370,000 active. Nuclear receptor coactivator 2 (Homo sapiens), Q15596. inhibition, % at 9 µM;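 active = inhibition above the mean inhibition of all tested compounds plus 3 SD, set per campaign, cut at about 52% in these data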;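 note: 0% = DMSO treated cells and 100% = cells given Gossypol at 36 µM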
# * hit, by the source's call; / = no result given. Some of the compounds tested (hit frequency here may not be typical).
SMILES,MC4R ag barr,NR5A2 inv ag,SRC3 inh,COUP-TFII inh,LMP1 NFkB inh,MC4R antag cAMP,NOD2-RIPK2 inh,TLR9-MyD88 block,SRC1 inh,ABHD5 PLIN5 PPI,SRC2 inh
CSc1cccc(NC(C)C(=O)NCc2ccccc2)c1 (stereo not given),-2.2,0,15,12,-3,7,-7,-2,-2,2,5
O=C(O)c1ccc(OCCCCCCOC2CCCCO2)cc1 (stereo not given),-1.6,-4,1,13,-8,3,-8,14,-53,-7,-16
CCC1CCCCN1C(=O)COC(=O)CN(C)S(=O)(=O)c1ccc(NC(C)=O)cc1 (stereo not given),-4.9,-1,-2,-2,8,5,0,2,1,-8,-12
CCN(CC)CC#CC(OC)(c1ccccc1)c1ccccc1,1.2,18,12,-4,-5,5,-3,11,-5,-4,-4
O=C(Nc1cc(C(F)(F)F)ccc1N1CCCCC1)C1=COCCO1,-1.6,-1,-25,-2,4,11,-11,-1,10,-3,1
CCOC(=O)c1cc(C(C)=O)c(=O)n(C)c1N,0.2,2,17,1,-29,-3,-3,1,1,-2,3
O=C1CC(NS(=O)(=O)c2cccs2)CN1c1ccccc1 (stereo not given),-2.0,-8,7,4,1,14,-13,1,1,-2,15
Cc1nc(N2CCOCC2)c2c(C)c(C(=O)Nc3ccc(F)cc3F)sc2n1,2.5,8,-8,-25,2,19,-10,-8,-4,1,-14
CCCCOc1ccc(C(=O)NCC(=O)NCCCn2nc(C)cc2C)cc1,-0.8,11,-8,8,-6,4,0,-1,-37,-2,7
O=C(COc1ccccc1)Nc1nnc(S(=O)(=O)N2CCCCC2)s1,-2.4,-5,-20,5,-7,4,-9,1,-9,-2,-5
CCOc1ccc(C2C(C(=O)c3ccco3)=C(O)C(=O)N2CCCn2ccnc2)cc1OC (stereo not given),-1.6,5,9,0,1,-3,-4,0,2,5,15
O=C(Nc1cccnc1)c1ccc(COc2cc(Cl)ccc2Cl)o1,-0.2,-20,-14,-4,-15,2,8,-8,-3,-5,-18
COc1ccc(CC(=O)NCCN2CCOCC2)cc1,1.2,4,2,-8,9,2,11,4,14,2,10
CCCCS(=O)(=O)N1CCCC(C(=O)N2CCOCC2)C1 (stereo not given),-1.6,14,-9,12,-3,6,-5,-5,3,-4,-14
Fc1ccc(N/N=C2/CCSc3sccc32)c(F)c1,0.8,-3,8,-9,7,-8,-7,10,-16,8,-6
Cc1cc(C)c2[nH]c(O)c(N=NC(=S)NCC3CCCO3)c2c1 (stereo not given),-4.2,14,2,9,-1,-28,-9,-5,2,3,18
Nc1nc(NC(=O)c2ccccc2)nn1-c1ccccc1,-1.9,-43,-20,-3,-6,-1,-6,-9,-60,-1,-48
COc1cccc(NC(=O)Nc2nnc(Cc3ccc(F)cc3)s2)c1,4.2,7,15,8,-2,-1,0,-6,7,4,16
FC(F)(F)c1cc(C(F)(F)F)n2nc(-c3sccc3-n3cccc3)cc2n1,1.1,-15,-7,5,6,6,0,-2,-15,2,-25
CCC(C)C(=O)OCC1(c2ccc(C)cc2OC(=O)C(C)C)CO1 (stereo not given),-1.0,-19,21,-26,8,3,12,-2,-26,4,-8
COc1cc(CNc2ncc(-c3ccc(Br)cc3)n2C)cc(OC)c1OC,-0.7,-1,-1,18,-6,13,3,-2,-3,5,17
COC(=O)c1cccc(-n2c(CCC(=O)O)ccc2-c2cccs2)c1,0.6,-8,10,-15,-6,-1,-3,-2,-4,22,-21
Cc1ccc(NC(=O)c2ccc(F)cc2)cc1S(=O)(=O)N1CCCCCC1,-1.4,6,4,24,11,18,7,-9,-10,-3,12
Cc1cccc(C)c1NC(=O)CN(C)C(=O)c1ccc(NS(=O)(=O)c2ccc3[nH]c(=O)[nH]c3c2)cc1,0.9,2,1,21,3,13,-9,-5,-2,-3,-4
Cc1c(O)ccc(-c2[nH]ncc2-c2nc3ccccc3s2)c1O,-1.2,-11,14,-3,10,14,-14,-6,12,6,-1
O=C(O)CCn1cc(/C=C\C(=O)c2ccc(Cl)cc2)c(-c2cccc(Br)c2)n1,-3.2,15,22,11,-6,27,-7,-8,-2,11,4
CCCCn1c(N)c(N(CCC(C)C)C(=O)C2CCCN(C(=O)c3ccc(Cl)cc3)C2)c(=O)[nH]c1=O (stereo not given),-3.4,1,2,-18,-11,14,-5,12,-17,-4,-7
CC1(C)NC(=O)N(CC(=O)Nc2ccc(-c3ccccc3)cc2)C1=O,0.0,16,-5,12,-1,1,5,-1,-8,-3,3
Cc1ccccc1NCC(=O)Nc1cc(S(=O)(=O)N2CCCCC2)ccc1C,-2.6,-10,-6,7,-1,8,-7,-5,4,-3,3
COc1ccc(OC)c(C2=NOC(C(=O)Nc3cccc(C(C)=O)c3)C2)c1 (stereo not given),-0.7,-6,-1,-17,3,8,-5,3,11,-10,-17

# The last seven compounds of the section above come first, to join the parts.
SMILES,MC4R ag barr,NR5A2 inv ag,SRC3 inh,COUP-TFII inh,LMP1 NFkB inh,MC4R antag cAMP,NOD2-RIPK2 inh,TLR9-MyD88 block,SRC1 inh,ABHD5 PLIN5 PPI,SRC2 inh
Cc1cccc(C)c1NC(=O)CN(C)C(=O)c1ccc(NS(=O)(=O)c2ccc3[nH]c(=O)[nH]c3c2)cc1,0.9,2,1,21,3,13,-9,-5,-2,-3,-4
Cc1c(O)ccc(-c2[nH]ncc2-c2nc3ccccc3s2)c1O,-1.2,-11,14,-3,10,14,-14,-6,12,6,-1
O=C(O)CCn1cc(/C=C\C(=O)c2ccc(Cl)cc2)c(-c2cccc(Br)c2)n1,-3.2,15,22,11,-6,27,-7,-8,-2,11,4
CCCCn1c(N)c(N(CCC(C)C)C(=O)C2CCCN(C(=O)c3ccc(Cl)cc3)C2)c(=O)[nH]c1=O (stereo not given),-3.4,1,2,-18,-11,14,-5,12,-17,-4,-7
CC1(C)NC(=O)N(CC(=O)Nc2ccc(-c3ccccc3)cc2)C1=O,0.0,16,-5,12,-1,1,5,-1,-8,-3,3
Cc1ccccc1NCC(=O)Nc1cc(S(=O)(=O)N2CCCCC2)ccc1C,-2.6,-10,-6,7,-1,8,-7,-5,4,-3,3
COc1ccc(OC)c(C2=NOC(C(=O)Nc3cccc(C(C)=O)c3)C2)c1 (stereo not given),-0.7,-6,-1,-17,3,8,-5,3,11,-10,-17
Cc1ccc(CNC(=O)C(C(=O)NCc2ccc(C)o2)c2ncc(C(F)(F)F)cc2Cl)o1,-3.6,14,7,17,-2,12,-7,3,3,5,-17
C=C(c1cccc2ccccc12)P(=O)(O)O,-0.8,6,2,-8,-8,1,-5,5,-7,11,-38
CCN(CC)CCNC(=O)c1cc2c(s1)-c1ccccc1SC2,-0.3,7,6,9,-14,0,-8,-5,-15,8,2
COc1ccc(-c2csc(Cc3nnc4n3CCCCC4)n2)cc1OC,-2.4,6,9,-4,6,-2,-5,4,2,3,-4
O=Cc1ccccc1OCCCOc1cccc2cccnc12,-1.2,-29,-37,-24,-12,-20,-3,3,-43,7,1
COCCN(C(=O)COC(=O)c1c(C)nn(-c2ccccc2)c1C)c1c(N)n(Cc2ccccc2)c(=O)[nH]c1=O,-0.7,-6,10,10,-5,11,-1,1,-6,-1,-26
COc1ccccc1CCC(=O)OCC(=O)Nc1cc(C)nn1-c1ccccc1,0.1,-5,3,7,-7,10,5,-2,-10,6,-18
Cc1noc(NS(=O)(=O)c2ccc(NC(=O)c3nn(-c4ccccc4)ccc3=O)cc2)c1C,-2.2,-14,4,-19,3,-1,-6,-6,4,-2,14
CCOC(=O)c1ccc(C(=O)NNC(=O)C2C3C=CC(C3)C2C(=O)O)cc1 (stereo not given),-0.1,-9,20,-1,-6,2,-1,-4,-7,3,2
Cc1cccc(N2CN(S(=O)(=O)c3cccc([N+](=O)[O-])c3)c3nc4ccccc4nc32)c1,0.6,12,6,6,-4,6,-7,3,0,3,18
Oc1ccc(Cl)cc1-c1cc(C(F)(F)C(F)F)nc(-c2ccccc2)n1,-1.1,-16,-2,-6,7,5,8,0,-6,-8,-2
CC1Cc2ccccc2N1CC(=O)NCc1ccc2c(c1)OCO2 (stereo not given),-1.6,13,-12,2,1,1,0,9,-7,-3,8
Cc1cc(C(=O)COC(=O)c2ccc(O)cc2)c(C)n1Cc1ccco1,-1.8,-139,-106,-24,-31,-1,1,-8,-131,-5,-35
CSc1ccccc1-n1nnnc1SCc1ccccc1,4.4,11,7,0,1,13,1,-6,12,-2,5
COC(=O)c1cc(C#N)c(N2CC(C)OC(C)C2)nc1C (stereo not given),0.9,15,-16,10,-3,-5,0,8,-10,5,-18
Cc1ccc(NC(=O)CSC2=C(C#N)C(c3ccc4c(c3)OCO4)CC(=O)N2)cc1C (stereo not given),1.7,-18,16,/,8,12,3,-8,1,-9,/
CC(=O)n1cc([C@@H]2C=C(C(=O)N3CCN(Cc4ccc5c(c4)OCO5)CC3)O[C@H](OCCCCO)C2)c2ccccc21,-2.5,6,4,-1,11,8,-7,2,0,8,6
COC(=O)c1nnn(CC(=O)NC(=O)Nc2cccc(Cl)c2C)c1C(=O)OC,0.4,4,5,9,-2,5,8,2,-2,1,-1
